Screening data deposited in PubChem by National Center for Advancing Translational Sciences (NCATS).
TGFb inhibitor: qHTS for Inhibitors of TGF-b | HepG2 CAGA-GFP TGF-b/SMAD3 reporter, GFP fluorescence, 18 h; TGF-beta stimulated, 500 pg/mL final | Potency, µM (series often up to 46.1 µM), for inactives: at the top dose activity, negative = inhibition, usual class: inhibitors | actives 1.2% (n = 410,000); further: potency means the concentration at half of the fitted maximal effect; on the % scale 0 is the no-effect control and ±100 the full control effect; nearly all actives have a fitted effect of over 65% in size
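First, reporter cells (HEPG2 CAGA-GFP) rested 2 h at 37 degrees C. Next, compounds were pinned in and TGF-beta added to 500 pg/mL final. After 18 h, GFP was imaged per cell and summed per well.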
EPAC2 agonist: qHTS for Agonist of cAMP-regulated guanine nucleotide exchange factor 4 (EPAC2): primary screen; Rap guanine nucleotide exchange factor 4 (Homo sapiens), Q8WZA2; EPAC2 activation, biochemical qHTS; response scale: 100% = 6.5 mM cAMP response; Potency, µM (top dose mostly 154 µM), inactives show top-dose activation, most hits filed as activators; actives 0.079% (n = 360,000); AID 720711, 2013; further: potency means the concentration at half of the fitted maximal effect; nearly all actives have a fitted effect of over 50% in size
Target sequence (Q8WZA2 whole entry, looked up): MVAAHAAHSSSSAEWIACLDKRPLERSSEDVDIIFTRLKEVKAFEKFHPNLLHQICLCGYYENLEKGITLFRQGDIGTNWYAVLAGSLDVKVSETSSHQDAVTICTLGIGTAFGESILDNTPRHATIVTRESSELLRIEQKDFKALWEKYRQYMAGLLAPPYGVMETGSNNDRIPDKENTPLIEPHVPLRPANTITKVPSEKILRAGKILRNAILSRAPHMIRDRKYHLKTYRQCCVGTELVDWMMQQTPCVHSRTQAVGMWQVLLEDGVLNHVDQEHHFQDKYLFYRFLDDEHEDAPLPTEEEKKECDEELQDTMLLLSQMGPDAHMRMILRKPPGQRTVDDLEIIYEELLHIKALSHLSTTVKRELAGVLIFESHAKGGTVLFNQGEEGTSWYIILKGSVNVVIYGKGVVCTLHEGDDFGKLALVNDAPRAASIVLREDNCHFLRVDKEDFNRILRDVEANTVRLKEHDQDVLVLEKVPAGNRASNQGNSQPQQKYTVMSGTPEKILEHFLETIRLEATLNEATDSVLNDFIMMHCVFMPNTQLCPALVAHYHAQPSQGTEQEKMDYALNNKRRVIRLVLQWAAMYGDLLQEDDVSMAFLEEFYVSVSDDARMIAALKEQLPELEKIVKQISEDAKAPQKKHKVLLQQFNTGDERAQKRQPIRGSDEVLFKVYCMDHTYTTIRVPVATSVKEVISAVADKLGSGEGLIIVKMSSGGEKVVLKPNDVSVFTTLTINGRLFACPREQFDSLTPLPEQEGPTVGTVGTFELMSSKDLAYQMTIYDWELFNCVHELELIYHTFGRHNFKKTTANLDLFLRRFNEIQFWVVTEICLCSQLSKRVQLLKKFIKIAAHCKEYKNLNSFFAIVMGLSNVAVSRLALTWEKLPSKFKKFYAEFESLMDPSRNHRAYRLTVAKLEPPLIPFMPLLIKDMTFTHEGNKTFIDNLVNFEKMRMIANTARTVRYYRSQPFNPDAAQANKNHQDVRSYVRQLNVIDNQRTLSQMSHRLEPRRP
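Readout is BODIPY fluorescence (480 nm excitation, 540 nm emission), which falls as labeled GDP is exchanged off Rap1B. EPAC2 at 100 nM acted on 250 nM RAP1B-BODIPY-GDP with 50 uM GDP present.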
ATXN2 expr inh: Primary qHTS for Inhibitors of ATXN expression. HEK-293 ATXN2-luciferase reporter, luminescence, 24 h. Potency, µM (titrated, usually from 57 µM), for inactives: top-dose activity change, negative = inhibition, usual class: inhibitors. actives 0.72% (n = 360,000); further: potency means the concentration at half of the fitted maximal effect; on the % scale 0 is the no-effect control and ±100 the full control effect; nearly all actives have a fitted effect of over 55% in size
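ATXN2-luciferase reporter cells (luciferase flanked by upstream and downstream ATXN2 gene portions) were treated 24 h at 37 °C with compounds at up to 57 uM. SteadyGlo luminescence gave expression; GF-AFC fluorescence gave viability.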
A549 tox: Nrf2 qHTS screen for inhibitors: counterscreen for cytotoxicity | actives 0.16% (n = 390,000) | Potency, µM (series often up to 46 µM), for inactives: at the top dose activity change, negative = cytotoxicity, actives largely listed as inhibitors | AID 504648, 2011 | A549 ARE-Fluc cells, CellTiter-Fluor viability, 18-24 h; further: potency means the concentration at half of the fitted maximal effect; on the % scale 0 is the no-effect control and ±100 the full control effect
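Cytotoxicity counterscreen: CellTiter-Fluor fluorescence was measured in A549 ARE_Fluc cells after 18-24 h of compound exposure in a concentration series. The subsequent BugLite luminescent read reports ARE-luciferase activity.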
Nrf2 activator: qHTS of Nrf2 Activators. AREc32 ARE-luciferase reporter (MCF7-derived line), luminescence, 24 h. Potency, µM (highest dose often 46.1 µM), without a hit: at the top dose activation, most hits filed as activators. actives 0.31% (n = 410,000). AID 624171, 2012; further: potency means the concentration at half of the fitted maximal effect; % of control where 0% means no effect; nearly all actives have a fitted effect of over 65% in size
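Steps: seed AREc32_Fluc cells (1000/well, 5% FBS OPTI-MEM); incubate overnight at 37 deg C; add 23 nL compound; incubate 24 hr; add Steady-Glo; hold 30 min RT; read luminescence.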
Nrf2 block: Nrf2 qHTS screen for inhibitors | actives 2.1% (n = 360,000) | AID 504444, 2011 | A549 ARE-Fluc reporter, luciferase luminescence, 18-24 h | Potency, µM (series often up to 46 µM), without a hit: at the top dose activity change, negative = inhibition, hits mostly inhibitors; further: potency means the concentration at half of the fitted maximal effect; on the % scale 0 is the no-effect control and ±100 the full control effect; nearly all actives have a fitted effect of over 60% in size
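Concentration-response testing used A549 ARE_Fluc cells at 5000 cells/well. Following an 18-24 h compound incubation, viability was read by fluorescence (Ex 405/Em 525) and luciferase output by luminescence.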
HepG2 tox: qHTS for Inhibitors of TGF-b: Cytotox Counterscreen; HepG2 CAGA-GFP viability, ATP luminescence, 18 h; Potency, µM (doses to about 46.1 µM), inactives show at the highest dose activity change, negative = cytotoxicity, most hits filed as cytotoxic; actives 0.76% (n = 410,000); AID 588856, 2011; further: potency means the concentration at half of the fitted maximal effect; some results filed as inactive show a strong effect at the top dose
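HepG2 CAGA-GFP cells (1000/well, DMEM with 1% FBS) received compound, then TGF-beta at 500 pg/mL final, and were incubated 18 hours at 37 degrees C. Viability was read by CellTiter-Glo luminescence. Media-only wells were set as complete cell-killing and DMSO as no toxicity.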
IL-2 act: qHTS of IL-2 Activators | AID 652025, 2013 | actives 0.065% (n = 360,000) | activation, % (series mostly up to about 46 µM) | IL-2 activation reporter assay, cell-based qHTS; stimulated with anti-CD3/CD4/CD28 beads; in transgenic mouse T cells; in the data active means activation above about 50%; inconclusive means mostly about 30% to 49%; further: 0% is about no effect
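Quantitative HTS in unstimulated transgenic mouse T cells, with memory T cells as non-tolerant control and PMA/ionomycin as tolerance-bypass control. Compound pretreatment lasted 60 minutes before 18 h bead stimulation; EGFP/DsRed fluorescence read.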
S2 tox: Viability Counterscreen for Primary qHTS for Inhibitors of ATXN expression | S2 cells (HEK-293 line with an ATXN2-luciferase reporter) viability, CellTiter-Fluor protease fluorescence, 24 h | actives 0.49% (n = 400,000) | Potency, µM (series often up to 56.7 µM), actives largely listed as cytotoxic; further: potency means the concentration at half of the fitted maximal effect; nearly all actives have a fitted effect of over 40% in size
The depositor's hits bear a star; i = inactive; ? = inconclusive; / = no result given; [ ] = remark or other dose. Unless noted, the call rests on the fitted dose curve; in most records, active means well fitted curve in the direction sought with a large enough effect; inconclusive means small, poorly fitted or top-dose-only effect, or another doubt; inactive means no such curve, though single readings can be large; an effect the other way counts as inactive or inconclusive.

SMILES	TGFb inhibitor	EPAC2 agonist	ATXN2 expr inh	A549 tox	Nrf2 activator	Nrf2 block	HepG2 tox	IL-2 act	S2 tox
Cc1noc(NS(=O)(=O)c2ccc(NC(=O)c3cc4ccccc4o3)cc2)c1C	-17%	5%	-3%	1%	1.9%	2%	-15%	2.4	i
O=S(=O)(NCCS(=O)(=O)N1CCN(c2ccc(F)cc2)CC1)c1ccccc1	8%	-2%	/	/	-0.5%	/	-11%	-1.4	i
O=C(CN1CCC(C(=O)c2ccc(F)cc2)CC1)Nc1ccccc1Cl	-22%	16%	-20%	3%	-0.4%	-9%	-12%	-5.9	i
CC(OC(=O)c1ccc(Cl)cc1O)C(=O)NCCC1=CCCCC1 (configuration not stated)	-15%	0%	5%	-13%	3.6%	-4%	-48%	-0.8	i
Cc1cc(C(=O)NC2CCCc3c2cnn3-c2cccc(C)c2C)no1 (configuration not stated)	?	0%	25%	-11%	-0.9%	?	-28%	-4.2	i
CSCC(=O)N1CCCC(C(=O)c2cc(F)ccc2F)C1 (configuration not stated)	?	2%	-21%	0%	1.6%	-15%	-36%	-2.8	i
COC(=O)c1c(NC(=O)Cc2coc3ccc(C(C)C)cc23)sc2c1CCC2	8%	/	75%[activator]	7%	-0.7%	?	16%	/	i
C=CCC(Nc1ccccc1)C12C=CC(O1)C(C(=O)OC)=C2C(=O)OC (configuration not stated)	?	1%	?	-19%	11µM*	?	14µM*	-0.8	/
Cc1cccc(C(=O)Nc2cccc(-c3ccc4nncn4n3)c2)c1	17%	-3%	?	0%	3.3%	12µM*	-20%	-0.1	i
O=C(O)C1C2CCCCC2=C2CCCCC2C1C(=O)Nc1nccs1 (configuration not stated)	-3%	14%	-15%	-3%	3.0%	-8%	6%	0.4	i
O=C(COC(=O)c1ccccc1O)NCc1ccccc1Cl	0%	-3%	/	-1%	-0.7%	1%	-28%	1.2	i
O=C(NCc1cccs1)C1CCC(CNS(=O)(=O)c2cccc3nsnc23)CC1 (configuration not stated)	-7%	2%	-3%	16%	2.3%	-17%	-26%	-2.0	i
CCOC(=O)Cc1c(C)nc2c(-c3ccccc3)c(C)[nH]n2c1=O	-3%	5%	-6%	-5%	0.1%	-10%	0%	-0.6	i
CC(C)CN1CCC(=O)N([C@H](CSc2ccc(Br)cc2)Cc2ccccc2)CC1	-12%	9%	-35%	-3%	12%	2%	-13%	-0.7	?
CC(=O)O/N=C/c1c(C)c(C=O)n2ccccc12	-4%	-3%	16%[11.3 µM]	-15%	2.1%	?	-7%	-0.5	i
CCCN1C(=O)C2(c3ccccc31)c1c(oc3cc(C)c(C)cc3c1=O)C(=O)N2CCCOC (configuration not stated)	-6%	/	19%	-5%	0.8%	-10%	3%	/	i
Cc1nc(SCC(=O)N2CCC(Cc3ccccc3)CC2)[nH]c(=O)c1C	?	7%	-9%	0%	-0.3%	-3%	-13%	-1.0	i
CNC(=O)N(O)C1N(/N=C/c2ccccc2O)C(=S)SC1(C)C (configuration not stated)	-13%	1%	10%	2%	0.0%	-13%	7%	-1.0	i
COC(=O)c1ccc(N2CCOCC2)c(NC(=O)c2ccc3c(c2)OCO3)c1	2%	8%	-14%	-3%	0.2%	-21%	-16%	0.8	i
COc1cccc(C(=O)NCCSc2c(-c3ccc(F)cc3)[nH]c3ccccc23)c1OC	?	/	?	?	-0.4%	-1%[9.27 µM]	-29%	/	?
CCOc1ccc(C(=O)NCc2cccs2)cc1	15%	6%	29%	-2%	1.7%	?	-31%	2.3	i
Cc1ccc(S(=O)(=O)N2CCCC2)cc1C(=O)NCc1ccccn1	-17%	-4%	1%	1%	-0.3%	-14%	-15%	9.8	i
O=C(CSc1nc2ncccc2[nH]1)NC1CCCC1	-8%	6%	-10%	7%	-0.4%	-9%	-6%	-0.1	?
CCOC(=O)C1(Cc2ccccc2)CCCN(Cc2ccccn2)C1 (configuration not stated)	11%	8%	3%	0%	-0.7%	/	4%	4.7	i
CCOC(=O)c1c(-c2ccccc2)oc2cc(Br)c(O)cc12	?	20%	1%	0%	3.1%	0%	-37%	-2.0	i
CNC(=O)C(=O)NCC(c1cccs1)S(=O)(=O)c1ccc(C)cc1 (configuration not stated)	-6%	10%	-20%	1%	-0.3%	1%	3%	-1.2	i
S=C(NCc1cccs1)Nc1ccc(Cl)cc1	-14%	-7%	10%	-2%	0.3%	-23%	-20%	-0.1	?
CCCNC(=O)N1CCN(C(c2ccccc2)c2ccccc2)CC1	-10%	2%	-10%	-5%	-0.1%	6%	6%	0.3	i
CC#CC#Cc1cccc(=O)o1	-8%	3%	/	?	?	-11%	1%	-2.9	?
O=C(O)CC1(C(=O)O)CCCC1	-10%	8%	1%	2%	0.0%	-2%	-13%	0.0	i

4 entries from above, with each value named:
O=C(CSc1nc2ncccc2[nH]1)NC1CCCC1
  TGFb inhibitor: -8% | EPAC2 agonist: 6% | ATXN2 expr inh: -10% | A549 tox: 7% | Nrf2 activator: -0.4% | Nrf2 block: -9% | HepG2 tox: -6% | IL-2 act: -0.1 | S2 tox: ?

CCOC(=O)C1(Cc2ccccc2)CCCN(Cc2ccccn2)C1 (configuration not stated)
  TGFb inhibitor: 11% | EPAC2 agonist: 8% | ATXN2 expr inh: 3% | A549 tox: 0% | Nrf2 activator: -0.7% | Nrf2 block: / | HepG2 tox: 4% | IL-2 act: 4.7 | S2 tox: i

CCOC(=O)c1c(-c2ccccc2)oc2cc(Br)c(O)cc12
  TGFb inhibitor: ? | EPAC2 agonist: 20% | ATXN2 expr inh: 1% | A549 tox: 0% | Nrf2 activator: 3.1% | Nrf2 block: 0% | HepG2 tox: -37% | IL-2 act: -2.0 | S2 tox: i

CNC(=O)C(=O)NCC(c1cccs1)S(=O)(=O)c1ccc(C)cc1 (configuration not stated)
  TGFb inhibitor: -6% | EPAC2 agonist: 10% | ATXN2 expr inh: -20% | A549 tox: 1% | Nrf2 activator: -0.3% | Nrf2 block: 1% | HepG2 tox: 3% | IL-2 act: -1.2 | S2 tox: i

Additional entries:
SMILES	TGFb inhibitor	EPAC2 agonist	ATXN2 expr inh	A549 tox	Nrf2 activator	Nrf2 block	HepG2 tox	IL-2 act	S2 tox
O=C1C=C(c2cccc(Br)c2)C[C@@H](c2ccc(Cl)cc2)C1	?	0%	-16%	-9%	0.4%	?	-20%	-0.8	i
CCn1c(SC(C)C(=O)Nc2ccc(N3CCOCC3)cc2)nnc1-c1ccco1 (configuration not stated)	-26%	-4%	10%	-1%	-0.1%	?	-19%	0.8	i
CC(=O)c1cccc(NC(=O)C2CC(=O)N(C3CCCC3)C2)c1 (configuration not stated)	7%	3%	8%	-8%	1.9%	-4%	-1%	0.9	i
COc1cccc(C2/C(=C(\O)c3ccc4c(c3)OCCO4)C(=O)C(=O)N2Cc2cccnc2)c1 (configuration not stated)	-3%	0%	0%	1%	3.3%	10%	7%	-0.5	i
Cc1nc2c(nnn2Cc2ccccc2)c(=O)n1-c1ccccc1	2%	5%	2%	-2%	-0.8%	22%	6%	-0.8	i
O=C(CSc1nnc(CNC(=O)c2ccccc2F)o1)NC1CCCC1	-8%	-1%	9%	-3%	-0.4%	-12%	-1%	-0.6	i
COc1ccc(-c2ccc(/C=C3/C(=N)N4C(C)=CSC4=NC3=O)o2)c([N+](=O)[O-])c1	?	-1%	-34%	-11%	5.0%	6%	-40%	19	?
O=C(CSc1ncc2c(n1)-c1ccccc1N(Cc1ccc(F)cc1)S2(=O)=O)c1ccc(Cl)cc1	3%	/	-9%	12%	0.2%	22%	3%	/	i
CCOC(=O)C(C)NC(=O)C(NC(=O)C1CCC(CC)CC1)C(C)C (configuration not stated)	-11%	-7%	11%	-19%	0.0%	-3%	2%	-2.0	i
CCOC(=O)c1cccc(NC(=O)CCc2c(C)nc3ncnn3c2C)c1	11%	-5%	0%	-3%	3.5%	-12%	4%	-1.1	i
Cc1ccc2ncc(C(=O)NCCc3ccc(S(N)(=O)=O)cc3)c(=O)n2c1	?	/	/	-2%	2.7%	8%	-47%	/	/
Cc1oc2cc(O)cc(O)c2c(=O)c1-c1ccc2c(c1)OCCCO2	-24%	21%	35%	-4%	2.8%	6%	-31%	-0.5	i
CCCCC(=O)Nc1nnc(SCC(=O)NCC2CCCO2)s1 (configuration not stated)	-6%	4%	1%	2%	-0.1%	12%	3%	-3.4	i
Cc1noc(C)c1C(=O)N1CCC1(C)C(=O)NS(=O)(=O)c1ccccc1C(F)(F)F (configuration not stated)	-14%	12%	8%	/	0.4%	/	-5%	0.9	?
COc1ccc(CNC(=O)c2cc3ccccc3o2)cc1OC	1%	5%	-15%	1%	0.9%	-19%	-3%	-1.6	i
CSCC[C@H](NS(=O)(=O)c1ccc(C)cc1)C(=O)N1CCC(C(=O)N[C@@H](Cc2ccc(O)cc2)C(=O)O)CC1	1%	5%	-4%	9%	-0.2%	-1%	-9%	-0.4	i
Cc1ccc(Nc2nc(C)cc(C)c2C(N)=O)cc1	-10%	9%	-5%	-2%	2.1%	?	-3%	-0.2	i
O=C(COC(=O)c1ccc2ncsc2c1)NC(=O)C1CCCCC1	-4%	/	/	12%	/	?	0%	/	/
O=C(C1=C(O)C(=O)N(CC2CCCO2)C1c1cccc(Cl)c1)c1ccco1 (configuration not stated)	1%	0%	6%	1%	4.7%	-5%	-6%	0.1	i
COc1ccc([C@]2(C(C)C)ON(c3ccccc3C(F)(F)F)C2=O)cc1	?	-7%	-36%	-11%	-1.0%	-14%	-10%	-0.3	i
OC(COc1ccccc1CNCc1cccnc1)CN1CCc2ccccc2C1 (configuration not stated)	-18%	9%	/	-13%	5.3%	11%	-43%	0.3	?
